# Compound activity (PubChem)
# PTAP TSG101 blk: blocks PTAP/TSG101 interaction to inhibit HIV-1 budding | Fluorescence polarization, FITC-PTAP peptide / Tsg101 binding | Q99816 | Potency, µM (series often up to 115 µM), without a hit: top-dose activity change, negative = inhibition, usual class: inhibitors | 340,000 tested, under 10 active; active means well fitted inhibition curve with a large enough effect in the main read-out, with a control signal flat, not every such curve was filed as active; inconclusive means small, poorly fitted or top-dose-only effect, or effect the other way, or a change in a side signal; inactive means no such curve, though single readings can be large or run the other way; further: potency means the concentration at half of the fitted maximal effect; % of control where 0% means no effect
#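 Fluorescence anisotropy tracks displacement of a FITC-tagged PTAP peptide (50 nM) from the Tsg101 binding domain (10 uM), following a 20 min room-temperature incubation at pH 7.5.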
# Giardia kill: kills Giardia lamblia | Giardia lamblia trophozoite viability | 340,000 tested, 0.15% active | activity change, % at 7.66 µM, hits read low; in the data active means activity change below about -80%; inconclusive means between about -30% and that limit;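 further: parasites exposed to compound for two days anaerobically before the ATP read; on the % scale 0 is the no-effect control and ±100 the full control effect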
#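 Giardia trophozoites, 100 cells per well, were exposed to compounds for 48 hrs at 37 deg C under anaerobic conditions; viability was then read as ATP content by bioluminescence after 15-30 min at room temperature.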
# Coupling enz: inhibits coupling enzyme system, counter-screen for aldolase hits; coupling enzyme system counterscreen, AmpLite Red fluorescence; activity change, negative = inhibition, % at 58.2 µM, hits read low; 290,000 tested, 0.67% active; AID 2472; in the data active means activity change below about -30%; further: on the % scale 0 is the no-effect control and ±100 the full control effect
#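 Counterscreen lacking aldolase: glyceraldehyde-3-phosphate coupling-enzyme reagent preincubated 10 min at RT with compound (at 57.5 uM final), then substrate/coupling system with AmpLite Red added; fluorescence read at 525/598 nm after 20 min RT.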
# ASM inhibitor: inhibitors of human secretory acid sphingomyelinase; 340,000 tested, 0.006% active; placental ASM, HMU-PC fluorogenic substrate, 60 min; Potency, µM (doses to about 57.5 µM), for inactives: at the top dose activity change, negative = inhibition, most hits filed as inhibitors; AID 504937; further: potency means the concentration at half of the fitted maximal effect
#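 Steps: dispense placental human ASM, pin compound, wait 10 min at room temperature, add HMU-PC0 substrate at 9 uM final, incubate 60 min at 37 °C, add stop solution raising pH to 10, read fluorescence.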
# Tb PFK block: T. brucei PFK enzyme inhibition; O15648; T. brucei PFK, ADP-Glo luminescence; Potency, µM (top dose mostly 57.5 µM), for inactives: at the top dose activity, negative = inhibition, hits mostly inhibitors; 330,000 tested, 0.17% active; AID 485367;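 further: potency means the concentration at half of the fitted maximal effect; 0% = uninhibited 1x PFK enzyme wells and -100% = no-enzyme wells; nearly all actives have a fitted effect of over 60% in size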
#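 Activity is normalized to no-enzyme wells (full inhibition) and 1.25 nM enzyme wells (no inhibition). Reaction: 0.5 mM F6P, 0.1 mM ATP, 45 min RT, ADP-Glo luminescence; concentration-response curves fitted and classed by quality.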
# Menin MLL FP TR: displaces Texas Red mutant MLL peptide from human menin; O00255; Menin + Texas Red MLL mutant peptide, fluorescence polarization; Potency, µM (titrated, usually from 61.6 µM), for the others: top-dose FP activity change, negative = inhibition, most hits filed as inhibitors; 270,000 tested, 0.23% active; AID 1768; active means well fitted inhibition curve with a large enough effect in the polarisation, with a control signal flat, not every such curve was filed as active; inconclusive means small, poorly fitted or top-dose-only effect, or effect the other way, or a change in a side signal; inactive means no such curve, though single readings can be large or run the other way; the % refers to the polarisation; further: potency means the concentration at half of the fitted maximal effect; % of control where 0% means no effect; many of its hits are not listed in these tables
# Target sequence (O00255 whole entry, looked up): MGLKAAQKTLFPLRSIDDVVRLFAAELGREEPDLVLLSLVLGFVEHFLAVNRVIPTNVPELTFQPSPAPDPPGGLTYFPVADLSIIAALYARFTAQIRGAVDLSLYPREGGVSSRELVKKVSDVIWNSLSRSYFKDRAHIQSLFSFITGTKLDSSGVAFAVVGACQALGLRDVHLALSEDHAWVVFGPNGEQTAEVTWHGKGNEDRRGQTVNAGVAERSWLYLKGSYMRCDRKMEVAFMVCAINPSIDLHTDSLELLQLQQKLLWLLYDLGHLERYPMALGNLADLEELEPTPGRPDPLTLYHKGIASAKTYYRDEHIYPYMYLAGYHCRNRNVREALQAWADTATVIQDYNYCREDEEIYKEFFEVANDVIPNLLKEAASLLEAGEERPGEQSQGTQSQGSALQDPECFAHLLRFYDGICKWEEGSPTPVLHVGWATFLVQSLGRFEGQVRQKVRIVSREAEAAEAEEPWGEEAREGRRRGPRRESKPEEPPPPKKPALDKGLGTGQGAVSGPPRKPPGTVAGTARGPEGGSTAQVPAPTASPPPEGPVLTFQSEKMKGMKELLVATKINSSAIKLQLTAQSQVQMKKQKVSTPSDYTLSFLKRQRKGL
# GALK inh: blocks human galactokinase activity; P51570; Purified GALK, Kinase-Glo residual ATP luminescence; Potency, µM (series often up to 57.5 µM), for the others: at the top dose activity change, negative = inhibition, usual class: inhibitors; 270,000 tested, 0.007% active; further: potency means the concentration at half of the fitted maximal effect; on the % scale 0 is the no-effect control and ±100 the full control effect
#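 Kinase-Glo Plus luminescence measured ATP left after a 1 h room-temperature reaction. The reaction used 5 nM GALK, 100 uM galactose and 35 uM ATP at pH 8.0 (20 mM HEPES, 5 mM MgCl2, 60 mM NaCl, 1 mM DTT, 0.01% BSA).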
# Integrin act MD: activators of alpha7 integrin expression for muscular dystrophy | 350,000 tested, 0.064% active | Potency, µM (titrated, usually from 38.3 µM), without a hit: top-dose activation, most hits filed as activators | alpha7betagal myoblasts, beta-gal FDG fluorescence, 48 h;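 further: potency means the concentration at half of the fitted maximal effect; 100% = response of the positive control SU9516; nearly all actives have a fitted effect of over 60% in size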
#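 Alpha7betagal+/- myoblasts (passage 13) were plated 16-24 hr, then exposed to compounds (1:260 dilution of DMSO stock) for 48 hours at 37C. After MPER lysis, β-galactosidase reporter activity was read as FDG fluorescence (ex 480/em 540) after 30 minutes.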
# BCR signal inh: inhibitors of chronic active B-cell receptor signaling. ABC-DLBCL IkBa-CBG/CBR reporter, luminescence ratio, 4 h. Potency, µM (highest dose often 46.1 µM), for inactives: at the top dose ratio change, negative = lower green/red ratio, actives largely listed as inhibitors. 340,000 tested, 0.05% active; active means well fitted inhibition curve with a large enough effect in the signal ratio, with a control signal flat, not every such curve was filed as active; inconclusive means small, poorly fitted or top-dose-only effect, or effect the other way, or a change in a side signal; the % refers to the signal ratio;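 further: potency means the concentration at half of the fitted maximal effect; plate controls were basal doxycycline-induced cells for no effect and cells given 10 µM MG132 for full effect; MG132 reads +100%, hits lower the ratio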
#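 TMD8 ABC-DLBCL cells carrying doxycycline-inducible green luciferase fused to IkappaBalpha plus unfused red luciferase were exposed to compounds (up to 46 uM) for 4 hrs at 37C. Activity came from the overlap-corrected green/red luminescence ratio.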
# B2AR arrestin: recruits beta-arrestin to the human beta2-adrenergic receptor. P07550. beta-arrestin recruitment to beta2AR, cell-based reporter. Potency, µM (highest dose often 46.1 µM), for the others: at the highest dose activation, hits mostly activators. 330,000 tested, 0.02% active. AID 492947;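 further: potency means the concentration at half of the fitted maximal effect; 0% = DMSO controls and full agonism = EC100 isoproterenol or metaproterenol; nearly all actives have a fitted effect of over 65% in size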
# PKM2 act: activators of human pyruvate kinase M2 | 260,000 tested, 0.34% active | purified PKM2, Kinase-Glo ATP luminescence, activation; response scale: 0% is enzyme alone, no compound | P14618 | Potency, µM (top dose mostly 57.5 µM), for the others: at the highest dose activation, most hits filed as activators; further: potency means the concentration at half of the fitted maximal effect; on the % scale 0 is the no-effect control and ±100 the full control effect; nearly all actives have a fitted effect of over 55% in size
# Target sequence (P14618 whole entry, looked up): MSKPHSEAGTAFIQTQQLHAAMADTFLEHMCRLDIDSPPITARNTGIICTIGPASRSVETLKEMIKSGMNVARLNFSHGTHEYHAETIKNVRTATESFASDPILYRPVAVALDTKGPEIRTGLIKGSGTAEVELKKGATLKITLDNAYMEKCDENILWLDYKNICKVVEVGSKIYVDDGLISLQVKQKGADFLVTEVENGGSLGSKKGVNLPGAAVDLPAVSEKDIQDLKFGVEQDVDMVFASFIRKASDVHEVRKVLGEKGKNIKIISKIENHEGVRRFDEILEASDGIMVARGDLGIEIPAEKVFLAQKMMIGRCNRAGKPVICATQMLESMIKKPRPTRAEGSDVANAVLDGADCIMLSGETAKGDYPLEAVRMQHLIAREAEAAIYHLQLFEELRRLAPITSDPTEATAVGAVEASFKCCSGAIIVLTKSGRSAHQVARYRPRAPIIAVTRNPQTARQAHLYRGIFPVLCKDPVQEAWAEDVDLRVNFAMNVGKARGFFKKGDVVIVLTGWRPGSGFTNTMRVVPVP
#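 ATP formation by purified human PK-M2, quantified via coupled luciferase luminescence after 1 h at room temperature with 0.1 mM ADP and 0.5 mM PEP final.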
# Active calls of the source: *; ? = inconclusive; . = no result given; [ ] = remark or other dose. Unless noted, the call rests on the fitted dose curve; in most records, active means well fitted curve in the direction sought with a large enough effect; inconclusive means small, poorly fitted or top-dose-only effect, or another doubt; inactive means no such curve, though single readings can be large; an effect the other way counts as inactive or inconclusive.
SMILES,PTAP TSG101 blk,Giardia kill,Coupling enz,ASM inhibitor,Tb PFK block,Menin MLL FP TR,GALK inh,Integrin act MD,BCR signal inh,B2AR arrestin,PKM2 act
CCOC(=O)Nc1ccc2c(CN3C(=O)NC(CC)(CC)C3=O)cc(=O)oc2c1,-6.4%,4.5,1.3,44.7%[activator],3.5%,-3.9%,1.0%,-43.4%,?,3.9%,-1.2%
N#Cc1ccsc1NC(=O)CN1CCN(Cc2ccccc2)CC1,-6.6%,5.8,0.9,13.9%,4.4%,8.7%,5.1%,-4.5%,?,-0.1%,0.1%
CCOc1ccc(Br)cc1S(=O)(=O)Nc1ccc(C(=O)OCC(=O)N(C)c2ccccc2)cc1,0.7%,1.7,0.1,-3.8%,0.4%,-3.6%,.,-12.8%,?,-0.9%,-0.1%
Cc1cccc(C(=O)N2CC3(C)CC2CC(C)(C)C3)c1 (centres undefined),-0.3%,7.2,3.1,2.3%,?,-4.6%,4.1%,?,22.7%,-1.0%,-9.2%
Cc1nn(CC(=O)Nc2ccc(Br)cc2F)c(=O)c2cccn12,0.3%,12.2,.,0.0%,-4.6%,.,-6.2%,11.3%,-2.2%,-0.2%,.
Nc1ccn(CC(=O)NCCCc2ccccc2)c(=O)n1,-0.7%,-1.7,.,5.6%,-0.5%,.,.,31.6%,12.1%,0.4%,.
CCC(C(=O)NCC1CCCO1)N(C(=O)c1snc(C(N)=O)c1N)c1ccc(Cl)cc1 (centres undefined),-11.2%,-23.6,0.9,.,-17.7%,-11.8%,5.6%,-11.4%,-0.6%,0.5%,.
Cc1nc(-c2ccncc2)sc1C(=O)Nc1ccc(Cl)cc1,5.0%,-10.6,0.8,-6.7%,3.9%,6.6%,-1.2%,0.0%,4.6%,-1.1%,6.6%
CC(C)=CCC/C(C)=C/C=N/NC(=O)c1cccc([N+](=O)[O-])c1,1.8%,8.5,0.0,1.7%,-1.6%,-1.2%,-0.2%,35.9%,?,0.4%,-11.8%
CC[C@]12c3[nH]c4cc(CCC(=O)N(C)C)ccc4c3CCN1C(=O)[C@@H](CC(=O)NCCC1=CCCCC1)C[C@@H]2C(=O)N1CCN(C(=O)c2ccco2)CC1,-2.9%,1.5,.,3.1%,0.4%,.,.,-10.7%,?,4.7%,.
Cc1ccc(NC(=O)C(c2ccccc2)c2ccccc2)c(O)c1,-11.8%,-3.3,0.2,-11.8%,1.1%,96.5%[activator],14.1%,11.3%,-0.6%,-0.4%,-0.2%
COc1cc(/C=C/C(=O)c2ccc(O)cc2)ccc1OCC#N,0.5%,-11.2,7.4,-6.5%,8.5%,52.4%[activator],-2.9%,-43.0%,?,-1.7%,-7.5%
CCN(CC(=O)NC(=O)NCc1ccccc1)CC(=O)Nc1cc(Cl)ccc1C,-10.2%,17.4,.,0.4%,-6.7%,.,.,29.2%,-1.5%,0.2%,.
Cc1ccc(S(=O)(=O)c2c(N)n(Cc3ccco3)c3nc4ccccc4nc23)cc1,-8.0%,5.7,-1.7,.,-0.7%,-7.0%,-2.2%,-12.6%,?,-0.1%,?
O=C(Cc1nnc(NC(=O)Nc2ccc(F)cc2)s1)NCc1ccccc1,-1.4%,4.2,0.7,-1.0%,12.7%,.,1.1%,19.9%,-1.2%,-0.1%,-1.9%
CCCNC(=O)C(Cc1ccccc1F)NC(=O)c1ccc(C#N)cc1 (centres undefined),-7.0%,0.3,.,-0.9%,-2.3%,.,.,2.9%,4.3%,0.1%,.
Cc1nc(-c2ccc(C(F)(F)F)cc2)sc1C(=O)NN,2.6%,10.2,0.9,-2.8%,0.4%,.,-1.7%,-22.1%,?,3.1%,0.7%
COc1ccc(CC(=O)N(C)Cc2ccc(Cl)cc2)cc1S(=O)(=O)N1CCOCC1,-1.3%,-1.0,.,.,-4.7%,.,.,21.6%,-13.6%,0.0%,.
CCN(CC)c1ccc(NC(=O)/C=C\c2ccccc2Cl)cc1,-1.8%,-9.4,-0.3,-7.2%,6.3%,?,0.4%,-1.5%,-8.4%,3.0%,15.2%
Cc1cc(C(=O)NNC(=O)C(CCC(N)=O)NS(=O)(=O)c2ccc(Cl)cc2)c(C)o1 (centres undefined),-2.0%,0.6,.,-0.1%,1.3%,.,.,-12.3%,-1.3%,-1.2%,.
COc1ccc(-c2nnc(SCC(=O)O)n2C)cc1OC,-0.5%,-8.6,3.2,-0.1%,-3.4%,14.2%,1.8%,26.5%,2.9%,0.0%,-9.5%
COc1ccc(C2CC3(CC(C)(C)NC(=O)N3)Oc3cc(O)ccc32)cc1 (centres undefined),-0.5%,-0.1,3.9,-3.8%,-2.5%,6.0%,3.0%,-17.9%,?,5.9%,-1.0%
COC(=O)c1ccccc1NC(=O)c1cnn2c(C)cc(C)nc12,-3.0%,2.4,0.8,-3.0%,-8.2%,-5.4%,5.5%,-13.8%,-20.0%,-0.3%,1.7%
O=C(NCc1ccccc1)[C@@H]1CSC2c3ccccc3C(=O)N21 (some centres undefined),-4.2%,-1.0,0.2,-2.5%,0.1%,-8.0%,0.7%,-15.4%,-1.5%,0.2%,2.9%
Cc1cc(NC(=O)CN2C(=O)N(C)C3(CCCCC3)C2=O)ccc1Br,0.1%,-1.8,.,-3.6%,-2.9%,.,.,-14.7%,2.0%,-0.1%,.
CSc1ccc(C2(O)Cc3cccc[n+]3C2c2ccccc2)cc1 (centres undefined),-0.9%,-9.6,-0.1,-0.9%,0.8%,.,0.9%,-18.0%,-2.8%,0.1%,1.9%
CC1C(=O)N2CCCc3cc(NS(=O)(=O)c4ccccc4)cc1c32 (centres undefined),-1.8%,9.0,.,3.8%,17.9%,.,.,-25.2%,-0.6%,-0.7%,.
Cc1ccc(NC(=O)N2CCC(O)(c3cccnc3)CC2)cc1,1.0%,13.9,-2.5,-0.5%,-1.7%,.,0.4%,7.2%,9.6%,0.0%,0.4%
Cc1cccc(NC(=O)C2c3ccccc3Oc3ccccc32)n1,-8.7%,9.0,0.0,-1.9%,-3.1%,25.9%,-2.8%,2.7%,?,1.0%,-1.4%
CC(=O)c1nn(-c2cccc(Br)c2)cc1C(=O)c1cccc2ccccc12,-3.0%,-10.4,5.1,-3.2%,3.4%,-2.4%,2.0%,-49.0%[inhibitor],-0.6%,0.3%,0.7%
CCN(CC)C(=O)COc1ccc2oc(C)c(C(=O)OC(C)C)c2c1,-5.4%,7.4,5.4,-1.0%,-5.6%,?,-3.4%,5.7%,7.8%,0.2%,2.3%
Cn1nc(C(F)(F)F)c(-c2cccc(C(F)(F)F)c2)c1NC(=O)c1nccnc1C(=O)O,-4.9%,9.3,32.8,4.7%,0.0%,.,.,16.4%,4.4%,3.4%,-17.4%
O=C(O)CC1(CC(=O)Nc2ccc(F)cc2F)CCCCC1,-0.9%,-11.8,0.3,0.3%,-0.4%,.,.,-0.6%,2.6%,-0.4%,-15.2%
Cc1ccc2nc(Nc3nc(CSc4nnnn4-c4ccccc4)cc(=O)[nH]3)nc(C)c2c1,-0.6%,-12.2,2.3,-2.9%,-3.7%,-1.6%,1.0%,17.7%,?,0.5%,2.8%
COc1cccc(/C=C/C(=O)OCC(=O)NC2CCCCCCC2)c1,-1.0%,-15.6,.,-6.9%,2.4%,.,.,16.0%,-9.6%,-1.0%,.
CCCNC(=O)c1nc(C)n(-c2cc(Cl)ccc2Cl)n1,?,-15.8,-0.4,-1.6%,-7.4%,-7.3%,11.4%,?,-6.2%,-1.1%,-12.0%
CCC(C(=O)Nc1ccccc1C(=O)N1CCCC1)N1C(=O)c2ccccc2C1=O (centres undefined),-7.8%,-23.5,-1.9,4.1%,-2.2%,-8.7%,0.0%,-1.6%,0.4%,0.1%,1.3%
O=C(NC1CCS(=O)(=O)C1)c1cccc(Br)c1 (centres undefined),-2.9%,3.9,.,3.4%,1.9%,.,.,22.1%,-0.6%,0.1%,.
COc1ccc(NC(=O)CCSc2nc(C)cs2)cc1,-2.4%,-4.0,-1.7,-2.2%,2.2%,7.9%,7.2%,27.3%,0.3%,-0.4%,12.2%[11.5 µM]
CCOc1ccc2[nH]c(=O)c(CN(CCCO)S(=O)(=O)c3ccc(F)cc3)cc2c1,-8.7%,8.4,-0.3,73.1%[activator],0.8%,-3.4%,-0.9%,-19.4%,-6.1%,-0.1%,-2.7%
COc1ccc(NC(=O)c2ccc3ncsc3c2)cc1,-3.9%,-28.9,-0.6,6.2%,-8.7%,30.6%[activator],2.6%,6.2%,?,-0.6%,.
Cc1cc(OCC(=O)NNC(=O)c2cnccn2)cc(C)c1Cl,-1.3%,5.9,0.4,3.5%,3.5%,-7.6%,1.1%,-32.1%,-5.5%,-0.6%,4.7%
O=C(Cc1ccc([N+](=O)[O-])cc1)Nc1cccc(C(=O)N2CCCC2)c1,-3.1%,-7.7,.,0.1%,-20.5%,.,.,-2.3%,-1.1%,-2.3%,.

# Not all compounds are listed (hit frequency here may not be typical).
